Screening data from PubChem.
tim10-1 inh: growth inhibitors of tim10-1 mutant yeast, primary screen, luminescence, uHTS; S. cerevisiae tim10-1 ts strain growth, BacTiter-Glo, 24 h; inhibition, % at 20 µM; 2.2% of 330,000 active; AID 463190, 2010;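 active = inhibition of at least 40%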;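 also: mutant grown at 25 °C; 0% = DMSO wells with yeast and 100% = wells holding no yeast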
mIAP block: inhibitors of mouse IAP, primary screen, biochemical, luminescence, uHTS; purified mouse IAP, CDP-Star luminescence, 30 min; inhibition, % at 10 µM; 0.2% of 330,000 active;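 active = inhibition of at least 40% at 10 µM in the primary screen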;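 also: plate controls were DMSO with enzyme for no effect and no enzyme wells for full effect; values of inactives mirror those of a sister screen read the other way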
hIAP inh: human IAP inhibitors, primary screen, biochemical, luminescence, uHTS | AID 2544, 2010 | 0.12% of 330,000 active | purified IAP, CDP-Star luminescence, 30 min | Intestinal-type alkaline phosphatase (Homo sapiens), P09923 | inhibition, % at 10 µM;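 active = inhibition reaching a set limit with compound at 10 µM in the primary screen, cut at about 35% in these data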;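 also: plate controls were DMSO wells with enzyme for no effect and no-enzyme buffer wells for full effect; values of inactives mirror those of a sister screen read the other way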
Target sequence (P09923 whole entry, looked up): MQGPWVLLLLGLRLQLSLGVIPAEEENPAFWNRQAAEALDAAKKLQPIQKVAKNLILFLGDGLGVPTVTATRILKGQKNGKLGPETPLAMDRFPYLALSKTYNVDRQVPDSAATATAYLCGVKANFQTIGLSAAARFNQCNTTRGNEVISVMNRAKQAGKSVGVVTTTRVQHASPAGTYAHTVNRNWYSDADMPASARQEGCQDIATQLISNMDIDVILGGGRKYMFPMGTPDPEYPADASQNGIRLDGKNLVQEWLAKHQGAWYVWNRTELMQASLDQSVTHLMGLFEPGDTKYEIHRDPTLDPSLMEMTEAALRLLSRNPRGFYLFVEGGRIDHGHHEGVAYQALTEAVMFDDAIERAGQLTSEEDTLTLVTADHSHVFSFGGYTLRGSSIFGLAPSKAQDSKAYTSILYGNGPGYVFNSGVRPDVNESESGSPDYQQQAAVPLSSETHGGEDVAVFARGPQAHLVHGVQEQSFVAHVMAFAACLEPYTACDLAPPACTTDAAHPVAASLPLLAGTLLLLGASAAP
TIM10 inh: growth inhibitors of isogenic TIM10 control yeast, primary screen, counter-screen for tim10-1 yeast inhibitor project, luminescence, uHTS | S. cerevisiae TIM10 strain growth, BacTiter-Glo luminescence, 24 h | inhibition, % at 10 µM | 1.4% of 330,000 active | AID 463195, 2010;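 active = inhibition of 40% or more at the single tested concentration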;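 also: wild-type TIM10 isogenic control strain grown at permissive 25 °C; 0% = DMSO yeast wells and 100% = minimal medium wells without yeast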
beta cell repl: inducers of MIN6 beta-cell proliferation, primary screen, ATP luminescence, uHTS | MIN6 cells proliferation, ATPlite luminescence, 48 h; cells starved in 0.2% serum; 100% = growth in 10% serum | proliferation, % at 10 µM | 0.29% of 330,000 active | AID 2380, 2010;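 active = compounds whose signal lies at least 3.5 SD above the mean of all wells on their plate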;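 also: 0% = DMSO-treated cells in low-serum medium and 100% = 10% serum control; some compounds called inactive have numbers as strong as hits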
mIAP activ: activators of mouse IAP, primary screen, biochemical, luminescence, uHTS; intestinal alkaline phosphatase [Mus musculus]; muIAP, CDP-Star luminescence, 30 min; hits give high values; 1 = vehicle-only enzyme signal, 0 = enzyme-free wells; activation factor at 10 µM; 0.24% of 330,000 active; AID 2805, 2010;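 active = activation factor of at least 2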; also: the source names both 10 and 20 µM as test concentration; values of inactives mirror those of a sister screen read the other way
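System: mouse IAP enzyme. Reagent: CDP-Star chemiluminescent phosphatase substrate. Benchmarks: DMSO wells, no-enzyme wells. Times: 30 min enzyme-substrate-compound incubation at room temperature. Detection: luminescence from enzymatic CDP-Star hydrolysis. Doses: test compounds delivered from DMSO solution.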
NALP3 yeast inh: NALP3 inflammasome inhibitors in reconstituted yeast, primary screen, luminescence, uHTS; 0.39% of 330,000 active; inhibition, % at 10 µM; AID 2825, 2010; Yeast reconstituted NLRP3/ASC/caspase-1, beta-gal luminescence, 24 h;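 active = inhibition of 50% or more; inactive = inhibition below 50%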;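 also: plate controls were induced DMSO wells for no effect and uninduced yeast grown without galactose for full effect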
A3A deaminase: APOBEC3A ssDNA deaminase inhibitors, primary screen, selectivity assay for APOBEC3G inhibitor project, biochemical, FAM/TAMRA oligo cleavage fluorescence; 0.41% of 330,000 active; recombinant A3A, FAM/TAMRA ssDNA deamination fluorescence; inhibition, % at 20 µM;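 active = at least 40% inhibition at 20 µM here, with at most 30% in a related deaminase screen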;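 also: plate controls were A3A with DMSO for no effect and wells lacking A3A enzyme for full effect; some results filed as inactive read as strong as hits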
A3G deaminase: APOBEC3G DNA deaminase inhibitors, primary screen, biochemical, fluorescence, single-stranded DNA substrate, uHTS; inhibition, % at 20 µM; DNA dC->dU-editing enzyme APOBEC-3G (Homo sapiens), Q9HC16; recombinant A3G, ssDNA deamination FAM/TAMRA fluorescence; 0.28% of 330,000 active;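 active = inhibition of at least 40% at 20 µM, with no more than 30% in the related APOBEC3A deaminase screen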;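 also: plate controls were DMSO wells with A3G for no effect and wells lacking A3G enzyme for full effect; some compounds called inactive have numbers as strong as hits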
Target sequence (Q9HC16 whole entry, looked up): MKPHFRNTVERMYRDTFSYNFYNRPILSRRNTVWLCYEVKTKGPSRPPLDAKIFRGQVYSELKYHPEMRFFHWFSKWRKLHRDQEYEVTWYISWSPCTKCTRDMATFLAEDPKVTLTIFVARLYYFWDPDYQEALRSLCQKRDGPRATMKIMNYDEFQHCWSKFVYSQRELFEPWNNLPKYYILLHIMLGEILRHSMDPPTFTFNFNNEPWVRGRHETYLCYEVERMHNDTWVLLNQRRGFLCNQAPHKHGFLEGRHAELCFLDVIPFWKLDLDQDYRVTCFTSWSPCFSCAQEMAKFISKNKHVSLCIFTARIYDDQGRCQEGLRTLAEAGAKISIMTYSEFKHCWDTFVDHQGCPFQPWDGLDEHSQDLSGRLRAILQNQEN
* = called active by the depositor.

`Cc1cccn2c(=O)c3cc(C(=O)NC4CCCCC4)c(=N)n(Cc4ccccc4)c3nc12` gave tim10-1 inh 3, mIAP block 15, hIAP inh 15, TIM10 inh 5, beta cell repl -7, mIAP activ 0.85, NALP3 yeast inh 5, A3A deaminase 2 and A3G deaminase -1.
Screening CC1CCCN(Cc2ccc(OCc3ccccc3)cc2)C1 (stereo not given) returned tim10-1 inh -74, mIAP block -8, hIAP inh -11, TIM10 inh -58, beta cell repl 0, mIAP activ 1.1, NALP3 yeast inh 27, A3A deaminase -5 and A3G deaminase -6.
For COc1ccc([C@@H]2Sc3ccccc3NC(=O)[C@@H]2O)cc1 the results were tim10-1 inh 12, mIAP block -14, hIAP inh -1, TIM10 inh 4, beta cell repl -4, mIAP activ 1.1, NALP3 yeast inh 29, A3A deaminase 0 and A3G deaminase -11.
`Nc1ccc2nc(C(F)(F)F)[nH]c2c1` gave tim10-1 inh 5, mIAP block 8, hIAP inh -10, TIM10 inh 6, beta cell repl 1, mIAP activ 0.92, NALP3 yeast inh -17, A3A deaminase -1 and A3G deaminase -4.
Screening CN(C)S(=O)(=O)c1cccc(NC(=O)COC(=O)CNC(=O)c2cccc([N+](=O)[O-])c2)c1 returned tim10-1 inh -11, mIAP block 6, hIAP inh 0, TIM10 inh -4, beta cell repl 0, mIAP activ 0.94, NALP3 yeast inh 3, A3A deaminase 6 and A3G deaminase 0.
Screening CN(CC(=O)Nc1ccccc1N1CCOCC1)CC(=O)Nc1ccc(F)c(F)c1F returned tim10-1 inh 13, mIAP block 4, hIAP inh 13, TIM10 inh 7, beta cell repl 2, mIAP activ 0.96, NALP3 yeast inh 19, A3A deaminase -5 and A3G deaminase -7.
Cc1cccc(NC(=O)c2ccccc2O)c1C was read as tim10-1 inh -8, mIAP block -2, hIAP inh -3, TIM10 inh -9, beta cell repl -2, mIAP activ 1, NALP3 yeast inh 57*, A3A deaminase -5 and A3G deaminase -8.
Screening Cc1ccc(C)c(NC(=O)CCN2CCN(C)CC2)c1 returned tim10-1 inh 7, mIAP block 0, hIAP inh -46, TIM10 inh 4, beta cell repl 0, mIAP activ 1, NALP3 yeast inh 19, A3A deaminase -4 and A3G deaminase -4.
Cc1cc(C)nc(NNS(=O)(=O)c2ccc(Cl)cc2)n1 was read as tim10-1 inh 1, mIAP block 2, hIAP inh -18, TIM10 inh 2, beta cell repl -2, mIAP activ 0.98, NALP3 yeast inh 6, A3A deaminase 3 and A3G deaminase 8.
Cc1[nH]n(-c2ccccc2)c(=O)c1C=Nc1ccc(S(=O)(=O)N=C(N)N)cc1 was read as tim10-1 inh -3, mIAP block 4, hIAP inh -12, TIM10 inh 5, beta cell repl -2, mIAP activ 0.96, NALP3 yeast inh 16, A3A deaminase 0 and A3G deaminase -5.
For CCOc1ccc(Nc2oc(-c3cccc(Cl)c3)nc2C#N)cc1 the results were tim10-1 inh 15, mIAP block 1, hIAP inh 17, TIM10 inh 11, beta cell repl 1, mIAP activ 0.99, NALP3 yeast inh 5, A3A deaminase 0 and A3G deaminase -3.
Screening O=C(Nc1ccc(Cl)c([N+](=O)[O-])c1)c1ccc(NCCCN2CCOCC2)c([N+](=O)[O-])c1 returned tim10-1 inh 25, mIAP block 14, hIAP inh -3, TIM10 inh 4, beta cell repl -6, mIAP activ 0.86, NALP3 yeast inh 20, A3A deaminase 3 and A3G deaminase 0.
Cc1ccc(CSc2ccc(S(=O)(=O)N3CCCC3)cn2)cc1 was read as tim10-1 inh 25, mIAP block 8, hIAP inh -2, TIM10 inh -6, beta cell repl -6, mIAP activ 0.92, NALP3 yeast inh 43, A3A deaminase -1 and A3G deaminase -4.
For Cc1cc2c(=O)n(C)c(SCC(=O)NC3CCCC3)nc2s1 the results were tim10-1 inh 13, mIAP block 2, hIAP inh 12, TIM10 inh 7, beta cell repl -3, mIAP activ 0.98, NALP3 yeast inh 16, A3A deaminase 1 and A3G deaminase -1.
For O=C(CSc1cccc2cccnc12)N/N=C/c1cccnc1 the results were tim10-1 inh 52*, mIAP block -12, hIAP inh 11, TIM10 inh 12, beta cell repl -6, mIAP activ 1.1, NALP3 yeast inh 16, A3A deaminase 7 and A3G deaminase 4.
Screening Cc1ccc2c(c1)N(CC(=O)NCC1CCCO1)C(=O)CO2 (stereo not given) returned tim10-1 inh -19, mIAP block 4, hIAP inh 10, TIM10 inh 7, beta cell repl 0, mIAP activ 0.96, NALP3 yeast inh 1, A3A deaminase 0 and A3G deaminase -9.
Screening CN1CCN(C2Cc3cc(Cl)ccc3Sc3cc(F)ccc32)CC1 (stereo not given) returned tim10-1 inh 15, mIAP block 7, hIAP inh -22, TIM10 inh 32, beta cell repl -4, mIAP activ 0.93, NALP3 yeast inh 35, A3A deaminase 4 and A3G deaminase -4.
Screening Cc1cccc(Nc2ccc([N+](=O)[O-])cn2)c1 returned tim10-1 inh 4, mIAP block 1, hIAP inh -12, TIM10 inh 8, beta cell repl -2, mIAP activ 0.99, NALP3 yeast inh 9, A3A deaminase -7 and A3G deaminase -5.
`CCN(CC)C(=O)Cn1nc(-c2ccccc2O)nc1SCC(=O)Nc1ccc(OC)cc1` gave tim10-1 inh 21, mIAP block -1, hIAP inh 23, TIM10 inh -3, beta cell repl -3, mIAP activ 1, NALP3 yeast inh -3, A3A deaminase 1 and A3G deaminase -2.
`O=[N+]([O-])c1ccc(/C=N/n2cnc3ccccc32)s1` gave tim10-1 inh 49*, mIAP block -1, hIAP inh 14, TIM10 inh 79*, beta cell repl -5, mIAP activ 1, NALP3 yeast inh 6, A3A deaminase 2 and A3G deaminase 1.

Compounds above that have an NH in an aromatic ring:
`Nc1ccc2nc(C(F)(F)F)[nH]c2c1` gave tim10-1 inh 5, mIAP block 8, hIAP inh -10, TIM10 inh 6, beta cell repl 1, mIAP activ 0.92, NALP3 yeast inh -17, A3A deaminase -1 and A3G deaminase -4.
Cc1[nH]n(-c2ccccc2)c(=O)c1C=Nc1ccc(S(=O)(=O)N=C(N)N)cc1 was read as tim10-1 inh -3, mIAP block 4, hIAP inh -12, TIM10 inh 5, beta cell repl -2, mIAP activ 0.96, NALP3 yeast inh 16, A3A deaminase 0 and A3G deaminase -5.

(next part)
NC(=O)CSc1nnc(-c2ccc(S(=O)(=O)N3CCCC3)cc2)n1CC1CCCO1 (stereo not given) was read as tim10-1 inh 0, mIAP block -6, hIAP inh 8, TIM10 inh -4, beta cell repl 0, mIAP activ 1.1, NALP3 yeast inh 7, A3A deaminase 5 and A3G deaminase -1.
Screening CN(C)CCCN(C(=O)c1cc2ccccc2oc1=O)c1nc2ccc(F)cc2s1 returned tim10-1 inh 7, mIAP block -9, hIAP inh 8, TIM10 inh 19, beta cell repl -2, mIAP activ 1.1, NALP3 yeast inh 13, A3A deaminase 2 and A3G deaminase 6.
COc1ccc(S(=O)(=O)NCc2ccccn2)cc1 was read as tim10-1 inh 3, mIAP block -7, hIAP inh 2, TIM10 inh -1, beta cell repl 0, mIAP activ 1.1, NALP3 yeast inh 10, A3A deaminase 2 and A3G deaminase -4.
COC(=O)c1sc(NC(=O)COc2cccnc2[N+](=O)[O-])c(C(=O)OC)c1C was read as tim10-1 inh 13, mIAP block 10, hIAP inh -14, TIM10 inh -3, beta cell repl 5, mIAP activ 0.9, NALP3 yeast inh 25, A3A deaminase 11 and A3G deaminase 0.
For CC(OC(=O)c1ccccc1O)C(=O)Nc1cccc(Cl)c1 (stereo not given) the results were tim10-1 inh 20, mIAP block -6, hIAP inh 1, TIM10 inh -1, beta cell repl -4, mIAP activ 1.1, NALP3 yeast inh 2, A3A deaminase 5 and A3G deaminase -1.
For O=C(CNC1CCCC1)Nc1ccc(N2CCCCCC2)cc1 the results were tim10-1 inh 2, mIAP block -9, hIAP inh 12, TIM10 inh 3, beta cell repl -4, mIAP activ 1.1, NALP3 yeast inh 29, A3A deaminase -4 and A3G deaminase -10.
Screening CCc1c(C)nc(SCC(=O)c2ccc(C)c(C)c2)[nH]c1=O returned tim10-1 inh -19, mIAP block 6, hIAP inh 3, TIM10 inh -24, beta cell repl -2, mIAP activ 0.94, NALP3 yeast inh 9, A3A deaminase -2 and A3G deaminase -5.
For O=C(O)CCCC(=O)Nc1cccc([N+](=O)[O-])c1 the results were tim10-1 inh -10, mIAP block 12, hIAP inh 6, TIM10 inh 6, beta cell repl 1, mIAP activ 0.88, NALP3 yeast inh 16, A3A deaminase 2 and A3G deaminase 0.
For CC(C)CN(CC(C)C)C(=O)Cc1coc2ccc3ccccc3c12 the results were tim10-1 inh 33, mIAP block -11, hIAP inh -4, TIM10 inh 21, beta cell repl 1, mIAP activ 1.1, NALP3 yeast inh 21, A3A deaminase 3 and A3G deaminase 0.
`Cc1cc(NC(=O)CC#N)n(-c2nc3ccccc3[nH]2)n1` gave tim10-1 inh 26, mIAP block 7, hIAP inh -77, TIM10 inh -2, beta cell repl -1, mIAP activ 0.93, NALP3 yeast inh 13, A3A deaminase 5 and A3G deaminase 0.
Screening CS(=O)c1nc(-c2ccc(Br)cc2)cc(-c2ccccc2)c1C#N (stereo not given) returned tim10-1 inh 41*, mIAP block 2, hIAP inh 18, TIM10 inh 20, beta cell repl -4, mIAP activ 0.98, NALP3 yeast inh 16, A3A deaminase -1 and A3G deaminase -9.
`NC(=O)c1ccccc1N` gave tim10-1 inh 5, mIAP block 5, hIAP inh 13, TIM10 inh 0, beta cell repl -4, mIAP activ 0.95, NALP3 yeast inh 9, A3A deaminase 4 and A3G deaminase 1.
COc1ccc(-c2nc3c(n2O)CCCC3=O)cc1OC was read as tim10-1 inh -20, mIAP block -5, hIAP inh -7, TIM10 inh 3, beta cell repl -2, mIAP activ 1.1, NALP3 yeast inh 3, A3A deaminase -3 and A3G deaminase -7.
CCOC(=O)c1c(C)n(C)c2ccc(OC)c(NC(=O)CCN3CCSCC3)c12 was read as tim10-1 inh 6, mIAP block 2, hIAP inh 8, TIM10 inh 0, beta cell repl -2, mIAP activ 0.98, NALP3 yeast inh 8, A3A deaminase -1 and A3G deaminase -3.
Screening COC(=O)C1C2C=CC3(CN(Cc4cccs4)C(=O)C13)O2 (stereo not given) returned tim10-1 inh 7, mIAP block -4, hIAP inh -3, TIM10 inh -6, beta cell repl -1, mIAP activ 1, NALP3 yeast inh -9, A3A deaminase -1 and A3G deaminase -3.
For CN1C(=O)CSc2ccc(NC(=O)Nc3ccccn3)cc21 the results were tim10-1 inh 0, mIAP block -17, hIAP inh 7, TIM10 inh 15, beta cell repl 1, mIAP activ 1.2, NALP3 yeast inh 7, A3A deaminase -3 and A3G deaminase -3.
`Nc1cccc(P(=O)(c2ccccc2)c2ccccc2)c1` gave tim10-1 inh 6, mIAP block 3, hIAP inh 2, TIM10 inh 19, beta cell repl 1, mIAP activ 0.97, NALP3 yeast inh 21, A3A deaminase -1 and A3G deaminase -5.
